# From PubChem
# Pf Dd2 growth – blocks in vitro growth of P. falciparum Dd2; 120,000 compounds, 4.3% hits; AID 1347417; P. falciparum Dd2 growth, SYBR Green, 72 h; Potency, µM (top dose mostly 28.9 µM), for the others: at the highest dose activity, negative = inhibition, usual class: inhibitors; active = well fitted inhibition curve with a large enough effect; inconclusive = small, poorly fitted or top-dose-only effect; inactive = no such curve, though single readings can be large or run the other way;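 also: plate controls were DMSO vehicle for no effect and reference drug for full effect; nearly all actives have a fitted effect of over 65% in size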
#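 Infected erythrocytes (Dd2, 0.3% parasitemia, 2.5% hematocrit final) are added to compound in RPMI-1640/Albumax II medium, grown 72 h at 37C in low oxygen, then lysed with saponin/Triton-X containing SYBR Green and read by fluorescence.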
# The depositor's hits bear a star; i = inactive; ? = inconclusive; [ ] = another dose, or the depositor's remark. Potency is read from the fitted curve at half-maximal effect. Only part of the results is shown; rates above refer to the full screens.
SMILES,Pf Dd2 growth
O=C(Cc1ccc2c(c1)OCO2)N1CC(COc2ccccc2)C2(C1)CN(c1ccccc1)C2 (stereo unspecified),i
CCCCN(CC)CCNC(=O)Cn1cnc2sc(C)c(S(=O)(=O)N3CCN(c4ccccc4OC)CC3)c2c1=O,?
O=C(CCNc1c(-c2ccccc2)nc2cnccn12)N1CCC(N2CCCCC2)CC1,i
CCn1ccc2c(OCC(=O)Nc3ccc(OC)cc3OC)cccc2c1=O,i
O=C1c2c(nc(CNc3cccnc3)n2Cc2ccccc2)NCCN1Cc1ccccc1,?
CCc1cc(=O)n(CC(=O)Nc2cc(OC)c(OC)c(OC)c2)c(-c2ccccc2)n1,11µM*
Cc1ccc(/C=C/c2onc(C)c2S(=O)(=O)N2CCC(C(=O)Nc3cc(F)ccc3F)CC2)cc1,-1%
Cc1ccc2cc(CN3CCN(CC(N)=O)CC3)c(-c3cccs3)nc2c1,9%
CCOc1ccc(NC(=O)C2=C(C)C(=O)OC23CCC(C)CC3)cc1 (stereo unspecified),-17%
O=C(C1CCOCC1)N1CCC(Oc2cccnc2)C1 (stereo unspecified),13%
CCCCN1CCN(C(=O)c2cnc(-c3ccccc3)nc2-c2ccncc2)CC1,-27%
O=C(c1ccccc1)N1CCC(C(=O)N2CCC(Cc3nc(-c4ccc(F)cc4)no3)CC2)CC1,i
Cc1ccc(Nc2cc(C)nc3nncn23)c(C)c1,48%[activator]
O=C(CCC1CCCN(S(=O)(=O)c2ccccc2)C1)N1CCN(c2ccccn2)CC1 (stereo unspecified),i
CC1CCN(C(=O)c2cccc(NC(=O)c3nsc4ccccc34)c2)CC1,-14%
COc1cccc(CN2CCCCCCNC(=O)[C@@H]3CCC[C@@H]32)c1OC,?
CCS(=O)(=O)NCc1cccnc1Oc1cccc(C(F)(F)F)c1,1%
CCN1CCN(C(c2ccc(Cl)cc2)c2c(O)cc(C)n(CCOC)c2=O)CC1 (stereo unspecified),i
COc1ccc(-n2ncc(-c3c(-c4ccccc4)ncn3CCCO)c2C)cc1,?
Cc1ccc(CN(Cc2ccco2)C(=O)COc2ccccc2C)cc1,i
O=C(c1cccnc1)N1CCN(c2nnc3ccc(Cl)cn23)CC1,?
O=C(Nc1cccc(NC(=O)c2ccc(Br)cc2)c1)c1ccccc1,9%
CCc1nc2c(=O)n(CC(=O)NCc3ccc(SC)cc3)nc(C)c2s1,-27%
O=C(Cc1ccccc1)Nc1sc2c(c1C(=O)Nc1ccccc1Cl)CCCCC2,?
CC(=O)Nc1cccc(C(=O)N2CCC(n3cc(-c4nc(C(C)C)no4)nn3)C2)c1 (stereo unspecified),211%[activator]

# Brought forward from above: 5 compounds; new compounds follow.
SMILES,Pf Dd2 growth
O=C(c1cccnc1)N1CCN(c2nnc3ccc(Cl)cn23)CC1,?
O=C(Nc1cccc(NC(=O)c2ccc(Br)cc2)c1)c1ccccc1,9%
CCc1nc2c(=O)n(CC(=O)NCc3ccc(SC)cc3)nc(C)c2s1,-27%
O=C(Cc1ccccc1)Nc1sc2c(c1C(=O)Nc1ccccc1Cl)CCCCC2,?
CC(=O)Nc1cccc(C(=O)N2CCC(n3cc(-c4nc(C(C)C)no4)nn3)C2)c1 (stereo unspecified),211%[activator]
CCN(CC)C(=O)C[C@@H]1c2nc(NC(=O)c3cccc(F)c3)sc2C[C@@H]2[C@](C)(CO)[C@H](O)CC[C@]21C,?
Cc1cc(C)n(Cc2cc(C(=O)N(C)C(C)c3ccon3)n[nH]2)n1 (stereo unspecified),5%
CC(C)NC(=O)C[C@@H]1C[C@H]2O[C@H](CNC(=O)NCc3ccccc3)[C@@H](O)[C@H]2O1,28%[44.1 µM]
Nc1nc(CCNC(=O)[C@H]2CNC[C@H](C(=O)N3CCOCC3)C2)cs1,-8%
COc1cccc(N2CCN(C(=O)c3nn(C)c4c3CSc3ccc(C)cc3-4)CC2)c1,20%
COCc1nc(CCNC(=O)NC2CCCCC2)no1,-1%
O=C(C1CCC1)N1CCC(C(=O)N2CC(Oc3ccccc3)C2)CC1,6%
COc1cccc(N2CC(C(=O)NCCc3ccc(Cl)cc3)NC2=O)c1 (stereo unspecified),i
Cn1cnc(CN2CCNc3cc(Nc4ccccc4)ncc3C2)c1,i
Cc1cc(C)c2oc(-c3ccc(C)c(NC(=O)/C=C/c4ccco4)c3)nc2c1,?
CCOC(=O)c1cc(S(=O)(=O)NCc2ccccc2)[nH]n1,?
CN(C)C(=O)CO[C@H]1CCOC[C@H]1NC(=O)c1ccc2n[nH]nc2c1,3%
CCC(=O)N1CCC2(CC1)CC(N(Cc1ccccc1)C1CC1)CCO2 (stereo unspecified),-20%
COc1cccc(CCNC(=O)c2c(C)noc2-c2ccc3c(c2)OCO3)c1,-13%
COc1ccc(C2c3c(n(C)c4ccccc34)C(=O)N2CC(=O)Nc2ccc(C)c(Cl)c2)cc1 (stereo unspecified),i
O=C(Cn1ccnc1)N1CCC(N2C(=O)C3(CCCCC3)C2c2ccncc2)CC1 (stereo unspecified),-11%
COCc1cn([C@H]2CO[C@H]3[C@@H]2OC[C@@H]3N)nn1,6%[44.1 µM]
O=C(NCc1ccc(F)cc1)[C@@H]1C[C@@H](c2cccc(C(F)(F)F)c2)N(CC2CCOCC2)C1,?
CCC1CN(C(=O)N2CCC(C(=O)N3CCN(c4ccccc4F)CC3)CC2)c2ccccc2O1 (stereo unspecified),5%
CCC(C(=O)Nc1ccc2c(c1)CN(Cc1ccc(OC)cc1OC)C(=O)C(C)O2)c1ccccc1 (stereo unspecified),?
O=C(C1CCN(S(=O)(=O)N2CCOCC2)CC1)N1CCCC(c2nc(C3CCOCC3)no2)C1 (stereo unspecified),i
COc1cccc(CC(=O)N2CCCOCCNC(=O)CC2)c1,33%[activator]
CCN(CC)C(=O)[C@@H]1C[C@H](NC(=O)COc2cccc(F)c2)CN1C,-19%
Cc1cccc(N(C)C(=O)CN2C(=O)COc3ccc(S(=O)(=O)N4CCCCCC4)cc32)c1,?
CCOCCn1c(=O)[nH]c2cc(C(=O)NCc3ccc(F)c(F)c3)ccc21,-20%
# The results go on.
SMILES,Pf Dd2 growth
O=C(O)C1=NOC2CN(Cc3c(F)cccc3Cl)CC12 (stereo unspecified),21%
Cc1ccccc1-c1cn(C)c(=O)n2cc(COc3ccc(Cl)cc3)nc12,?
COc1ccc(NC(=O)C(Cc2ccccc2)NS(=O)(=O)c2ccc3c(c2)CCN3C(C)=O)cc1 (stereo unspecified),10%
CO[C@@]1(C)C[C@@H](O)C12CCN(C(=O)CCCc1ccc(F)cc1)CC2,-6%
O=C1CCN(C(=O)c2ccccc2)CCCC(C(=O)N2CCc3ccccc32)CCN1 (stereo unspecified),?
CC(C)Cc1nc2cccnc2n1C1CCNCC1,-17%
COCCc1noc(CNC(=O)C2COc3ccccc3C2)n1 (stereo unspecified),-7%
c1ccc(CN2C[C@@H]3C[C@H]2CN3Cc2cn(-c3ccccc3)nn2)cc1,?
COc1cc(NC(=O)C2=C(C)Nc3nnnn3C2c2ccc(SC)cc2)c(OC)cc1Cl (stereo unspecified),i
C[C@@]1(O)CCN(CC2CCCCC2)C[C@H]1N1CCCC1,-18%[5.79 µM]
O=C(N[C@@H]1CN(Cc2ccc3c(c2)CCO3)C[C@H]1CO)c1cnccn1,30%[activator]
COCCN(CC1CCN(Cc2ccccc2OC)CC1)C(=O)c1n[nH]c2c1CCC2,-15%
O=C1CCN(S(=O)(=O)c2ccccc2)CCCC(C(=O)NCCCN2CCOCC2)CCN1 (stereo unspecified),?
O=C(NCC1Cn2cccc2CN1Cc1ccccc1)c1ccsc1 (stereo unspecified),?
O=C(Cc1ccc(F)cc1)N1CCC2(CC1)NC(=O)N(c1ccccc1Cl)N2,0%
N#Cc1ccc(CN2CC(CNC(=O)Nc3ccccc3)C3(C2)CN(c2ccccc2)C3)cc1 (stereo unspecified),i
CCCCc1ncc(CN(C)CC2CCCN(CCc3ccc(F)cc3)C2)[nH]1 (stereo unspecified),?
O=C(NCCN1CCN(c2ccccc2)CC1)Nc1cccc(Br)c1,-25%
O=C(COc1ccccc1)N1C[C@@H]2OCC(=O)N(Cc3ccc(F)cc3)[C@@H]2C1,?
CC(C)c1nc2ccc(C(=O)NCc3ccccc3Br)cc2o1,5%
Cc1nc(-c2c3n(c(=O)n(CC(=O)Nc4ccc(F)c(Cl)c4)c2=O)CCCCC3)no1,7%
COC(=O)c1ccccc1NC(=O)C1CCCN(c2ncnc3onc(C)c23)C1 (stereo unspecified),-2%
O=C(NC[C@H]1O[C@@H](CC(=O)N2CCN(c3ccc(F)cc3)CC2)[C@H](O)[C@@H]1O)c1ccccc1,7%
COc1ccc(C(=O)Nc2ccc(S(=O)(=O)N(Cc3ccccc3)c3ccccc3)cc2)cc1,87%[activator]
O=C(Nc1ccccc1Br)c1cc(S(=O)(=O)NC2CCCCC2)ccc1F,i
# Further records:
SMILES,Pf Dd2 growth
CCSc1nc2c([nH]c3ccccc32)c(=O)n1CC,i
COc1ccc(C(=O)N2CCN(c3cc(-c4cccs4)[nH]n3)CC2)c(OC)c1,?
COc1ccccc1NC(=O)CSc1nc2ccccc2c(=O)n1CCC(=O)NC1CCCCC1,40%[activator]
CN1CCC2(C1)CN(CC1CC1)c1ccc(C(=O)NCC3CC3)cc12 (stereo unspecified),?
COC(=O)N1CCC2(CC1)CCN(Cc1cccs1)c1ccccc1O2,?
O=C(NC[C@H]1O[C@@H](CO)[C@@H](O)[C@H]1N1CCN(c2cccc(C(F)(F)F)c2)CC1)c1ccccc1,i
O=C(NCc1ccccc1)c1cc2sccc2n1Cc1ccc(Cl)cc1,?
CCc1ccc(NC(=O)c2sc3nc(-c4ccccc4)cn3c2C)cc1,?
CCCNC(=O)CCC1CCN(C(=O)c2ccc(C)cc2)CC1,-9%
Cc1ccc(C2Cn3cnc(C(=O)N4CCC(C(=O)NCc5ccccc5Cl)CC4)c3CO2)cc1 (stereo unspecified),i
Cn1nccc1CN1CCC2(CC(c3cccc(C(F)(F)F)c3)=NO2)C1 (stereo unspecified),-9%
CCN(CC)C(=O)C[C@@H]1CCNC[C@@H]1Cc1cc(-c2ccc(F)cc2)on1,?
CCC(C)S(=O)(=O)c1oc(-c2ccc(F)cc2)nc1S(=O)(=O)c1ccc(F)cc1 (stereo unspecified),?
C[C@H](C(=O)N1CCCC1)C1CC[C@@]2(C)Cc3sc(-c4ccccc4)nc3[C@@H](C)[C@@H]2[C@H]1O (stereo partly specified),i
Cc1ccc(C)c(S(=O)(=O)c2cn(C)c3cc(F)c(F)cc3c2=O)c1,10%
CCN(CCCNC(=O)C1CCCCC(=O)N1C)c1ccccc1 (stereo unspecified),?
CS(=O)(=O)n1nc(-c2ccco2)nc1NCc1ccccc1Cl,2%
Cn1cnc([S+](=O)([O-])N2CCN(C(=O)N3CC4CC(C3)[C@H]3CCCC(=O)N3C4)CC2)c1 (stereo partly specified),3%
CC(C)c1ccc(NC(=O)CSC2=Nc3ccccc3C3=NC(CCC(=O)NCc4cccs4)C(=O)N23)cc1 (stereo unspecified),-1%
COC(=O)[C@H]1CCCN1C(=O)[C@@H]1[C@@H](NC(=O)NC2CCCCC2)CCN1C(=O)c1cccn1C,-3%
O=C(O)COc1ccc(-c2nccc3c2C(=O)N(Cc2c[nH]c4ccccc24)CC(COc2ccc(F)c(F)c2)O3)cc1 (stereo unspecified),?
COc1c(C)cccc1-c1nc(C2CCOC2)no1 (stereo unspecified),1%
Cc1ccc(C(=O)Nc2ccc(-c3nc4ccccc4o3)cc2)cc1Cl,14%
Cc1cccc(OCC(=O)N(Cc2sccc2C)C2CCS(=O)(=O)C2)c1 (stereo unspecified),-3%
Cc1ccc(S(=O)(=O)NC[C@H]2COCc3nc4cccnc4n32)cc1,2%[44.1 µM]

# Arranged by length of the SMILES (smallest number first): some entries from above.
SMILES,Pf Dd2 growth
CCSc1nc2c([nH]c3ccccc32)c(=O)n1CC,i
CCN(CCCNC(=O)C1CCCCC(=O)N1C)c1ccccc1 (stereo unspecified),?
CS(=O)(=O)n1nc(-c2ccco2)nc1NCc1ccccc1Cl,2%
O=C(NCc1ccccc1)c1cc2sccc2n1Cc1ccc(Cl)cc1,?
CCN(CC)C(=O)C[C@@H]1CCNC[C@@H]1Cc1cc(-c2ccc(F)cc2)on1,?
O=C(NC[C@H]1O[C@@H](CO)[C@@H](O)[C@H]1N1CCN(c2cccc(C(F)(F)F)c2)CC1)c1ccccc1,i

# Going on with the list.
SMILES,Pf Dd2 growth
CC(=O)N1CCC(Cc2ccc(C(=O)N(C)Cc3cccnc3)cc2)CC1,-14%
COc1cccc(CNCCSc2nnnn2C)c1OCc1ccccc1,?
CCSc1ncc(Cl)c(C(=O)N(Cc2ccc(C(C)(C)C)cc2)C2CCS(=O)(=O)C2)n1 (stereo unspecified),i
Cc1ccc(CN2CCC(n3cc[nH]c3=O)CC2)cc1,10%[44.1 µM]
COc1cccc(C(=O)N2CCC(c3nc4ccccc4s3)CC2)c1,25%
N#Cc1ccc([S+](=O)([O-])N2CCC3(CC2)OCCN(CC2CCOCC2)C3=O)cc1,?
CCc1ccc(CSc2nc(-c3ccccc3F)nc3c2Cc2c(CO)cnc(C)c2O3)cc1,10µM*
O=C1CC2(CCN(Cc3ccsc3)CC2)Oc2ccccc2N1,i
CCOC(=O)C1(Cc2ccc(OC)cc2)CCN(C(=O)CCc2ccccc2OC)CC1,?
Cc1ccc(CN2Cc3[nH]cnc3C[C@H]2C(=O)NCc2ccc(C(F)(F)F)cc2)cc1,-14%[44.1 µM]
COCCN1C(=O)[C@H]2CN(Cc3ccsc3)C[C@H]2C1=O,16%
COc1cccc(NC(=O)CN2CCCN(S(=O)(=O)c3ccc(Br)cc3)CC2)c1,38%[activator]
CCCCN(CC)CCNC(=O)CN1C(=O)COc2ccc(S(=O)(=O)N3CCOCC3)cc21,?
